Assay outcomes: PubChem, National Center for Advancing Translational Sciences (NCATS)
KCNH2 3.1 inh = inhibitors of human KCNH2 3.1 potassium channel isoform; activity change, % (tested at about 1.8 µM); U2OS KCNH2 3.1, thallium flux FluxOr; hits give low values; actives 0.95% (n = 340,000);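 active = maximum activity change below -70%; inconclusive = maximum activity change from -70% to -50%; inactive = maximum activity change above -50%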;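 also: thallium influx rate constant from kinetic fluorescence after stimulation buffer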
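U2OS cells transduced with KCNH2 3.1 mutant virus (1.77 x 10^8 /mL, 4 h), plated overnight at 37 C, loaded 45 min with FluxOr dye plus Red40 quencher. Thallium flux rate constant from kinetic reads after stimulation buffer, normalised to controls.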
* hit, by the source's call; ? = inconclusive. % is scaled to controls: 0 for no effect and ±100 for the full control effect. Only part of the results is shown; rates above refer to the full screens.

A first look:
Structure,KCNH2 3.1 inh
COc1cc(/C=C/C(=O)O)cc(S(=O)(=O)Nc2cc(S(=O)(=O)N3CCCCC3)ccc2Cl)c1OC,-3
O[C@H]1CN(Cc2cccs2)[C@@H](c2ccccc2)C[C@@H]1n1cc(-c2ccc(F)cc2)nn1,-13
Cc1cccc(C(C)C)c1NC(=O)COC(=O)CCC(=O)N(CC(C)C)c1c(N)n(CC(C)C)c(=O)[nH]c1=O,-11
C=CCn1c(SCC(=O)Nc2ccc(O)cc2)nc2sc(C)c(C)c2c1=O,-33

The whole of this part (from the top)
Structure,KCNH2 3.1 inh
COc1cc(/C=C/C(=O)O)cc(S(=O)(=O)Nc2cc(S(=O)(=O)N3CCCCC3)ccc2Cl)c1OC,-3
O[C@H]1CN(Cc2cccs2)[C@@H](c2ccccc2)C[C@@H]1n1cc(-c2ccc(F)cc2)nn1,-13
Cc1cccc(C(C)C)c1NC(=O)COC(=O)CCC(=O)N(CC(C)C)c1c(N)n(CC(C)C)c(=O)[nH]c1=O,-11
C=CCn1c(SCC(=O)Nc2ccc(O)cc2)nc2sc(C)c(C)c2c1=O,-33
N#CCc1c[nH]c2ccc([N+](=O)[O-])cc12,-26
O=C(O)C1=C(C2CCCCC2)C(=O)c2ccccc21,-1
CN(C)CC1CCC/C(=C/c2ccc(Cl)cc2)C1=O (configuration not stated),-4
O=C(OCCOc1ccccc1Cl)c1cc(S(=O)(=O)N2CCCCC2)ccc1N1CCOCC1,-13
O=c1cc(SCc2ccc(Cl)cc2Cl)nc[nH]1,-13
CC(C)CNC(=O)C1Nc2ccccc2C2C=CCC12 (configuration not stated),19
COC(C(=O)C(O)C(C)O)C1Cc2cc3cc(OC4CC(OC5CC(O)C(O)C(C)O5)C(O)C(C)O4)c(C)c(O)c3c(O)c2C(=O)C1OC1CC(OC2CC(OC3CC(O)C(OC)C(C)O3)C(O)C(C)O2)C(O)C(C)O1 (configuration not stated),6
O=c1c2ccccc2nc(/C=C/c2cc(Br)ccc2O)n1CCO,17
CC(=O)OC1(C(C)=O)CCC2C3CC(Cl)C4=CC(=O)CCC4(C)C3CCC21C (configuration not stated),15
Cc1cc(C)cc(OCC(=O)NNC(=O)CC(C)c2ccccc2)c1 (configuration not stated),-11
O=c1[nH]c(Nc2ccccc2)cc2cc(Br)ccc12,18
COC(=O)CNC(=O)C1Nc2ccc(OC(F)(F)F)cc2C2C=CCC12 (configuration not stated),-5
COc1cccc(N2CCN(C(=O)c3ccc(Cl)c(S(=O)(=O)N4CCCCCC4)c3)CC2)c1,5
CC(=O)N(C)c1ccc(NC(=O)C(c2ccccc2)c2ccccc2)cc1,5
CC(NC(=O)Oc1cccc2ccccc12)c1ccccc1 (configuration not stated),11
CN(C)c1ccc(C=Cc2cnccn2)cc1,-4
Cc1noc(C)c1S(=O)(=O)N(C)C[C@H]1OCc2cn(nn2)CCCC(=O)N([C@H](C)CO)C[C@@H]1C,-16
Cc1cc2c(SCc3ccccc3Cl)nc(N)nc2nc1C,10
Cc1ccc(S(=O)(=O)N2CCN(C(=O)CCC(=O)Nc3ccc(Br)c(C)c3)CC2)cc1,-10
CCCCCCn1c(=O)n2n(c1=O)[C@@H]1CN(S(=O)(=O)c3ccc(C)cc3)C[C@]1(O)[C@@H](OC(=O)NCC1CCCCC1)C2,2

Grouped by structure: the compounds so far with a thiophene ring, fused or not.
Structure,KCNH2 3.1 inh
O[C@H]1CN(Cc2cccs2)[C@@H](c2ccccc2)C[C@@H]1n1cc(-c2ccc(F)cc2)nn1,-13
C=CCn1c(SCC(=O)Nc2ccc(O)cc2)nc2sc(C)c(C)c2c1=O,-33

Returning to the listing; the 2 compounds before the break are reprinted first.
Structure,KCNH2 3.1 inh
Cc1ccc(S(=O)(=O)N2CCN(C(=O)CCC(=O)Nc3ccc(Br)c(C)c3)CC2)cc1,-10
CCCCCCn1c(=O)n2n(c1=O)[C@@H]1CN(S(=O)(=O)c3ccc(C)cc3)C[C@]1(O)[C@@H](OC(=O)NCC1CCCCC1)C2,2
Cc1ccc(S(=O)(=O)N2CCC(=O)c3ccccc32)cc1,-4
COc1cccc(Oc2c(C)oc3c(CN4CCOCC4)c(O)ccc3c2=O)c1,2
O=C(Cn1ccnc1[N+](=O)[O-])N(CCO)CCO,10
Cc1sc2nc(CN(Cc3ccccc3)C(=O)NC3CCCCC3)[nH]c(=O)c2c1C,?
Cc1ncc([N+](=O)[O-])n1CC(=O)Nc1ccccc1Cl,6
CCOc1ccccc1C=NNC(=O)CCCCC(=O)NN=Cc1ccccc1OCC,-7
Cc1[nH]nc2c(=S)[nH]c(=O)[nH]c12,-14
O/N=C/c1cc(Br)ccc1OCc1ccccc1F,-11
Cc1cc(O)c(C(C)C)cc1NC(=S)Nc1cc(C(C)C)c(O)cc1C,-18
C=CS(=O)(=O)N(Cc1ccccc1)[C@H](CO)CC(C)C,20
CCOc1ccc(CN(C)Cc2cc(=O)oc3c(C)c(C)ccc23)cc1OC,-9
O=C1CC2(CCOCC2)Oc2ccc3ccccc3c21,8
Cc1cc(C)cc(-n2ncc3c2CCCC3NC(=O)CCCn2cncn2)c1 (configuration not stated),14
Clc1ccc(N2CCN(c3ccnc(Cl)n3)CC2)cc1,-4
CCOc1ccc(S(=O)(=O)NC2CCCCC2C)cc1 (configuration not stated),3
Cc1ccc(-c2nc3c(c(SCC(=O)N4CCOCC4)n2)COC(C)(C)C3)cc1,-3
O=C1[C@H](Cc2ccccc2)NCC=CC[C@H](c2ccco2)N1Cc1ccccc1,5
CCOC(=O)[C@@H]1[C@H]2COc3ccc(Br)cc3[C@@H]2N2C(=O)N(c3ccc(Cl)cc3)C(=O)[C@]12C,-18
C[C@H]1CCC[C@]2(O[C@H](CCO)C[C@@H](O)[C@@H]2O)O1,0
COc1ccc(NC(=O)c2cc3cc(OC)ccc3oc2=O)cc1,-14
COc1ccc(N2CCN(C(=O)c3ccc(Cl)c(S(=O)(=O)N4CCOCC4)c3)CC2)cc1,-2
NC(=O)C1(Nc2ccc([N+](=O)[O-])cc2)CCCC1,-1
C=CCn1c(SCC(=O)N(CC)c2c(N)n(Cc3ccccc3)c(=O)[nH]c2=O)nnc1-c1ccccc1OC,4
Cc1ccc(S(=O)(=O)N2C[C@H]3n4c(=O)ccc(=O)n4C[C@H](OC(=O)NCc4ccccc4F)[C@@]3(O)C2)cc1,-1
C[C@H](NC(=O)c1ncn2c1C(=O)NC[C@@H]2C)C(=O)OC(C)(C)C,-8
O=S(=O)(c1cccc(C(F)(F)F)c1)c1ccc(O)cn1,-1
COc1ccc(S(=O)(=O)N(C)C[C@H]2OCc3cnnn3CCCC(=O)N([C@H](C)CO)C[C@@H]2C)cc1,-1
COCC(=O)Nc1ccc2c(c1)[C@@H]1C[C@H](CC(=O)OC)O[C@@H](CO)[C@@H]1O2,-5
C[C@@H]1CCCCO[C@@H](CN(C)S(=O)(=O)c2cn(C)cn2)[C@@H](C)CN([C@H](C)CO)C(=O)c2cc(NC(=O)Nc3ccc(C(F)(F)F)cc3)ccc2O1,19
Cn1cnc2c(cnn2C)c1=O,4
O=C(OCC(=O)c1c[nH]c2ccccc12)c1ccc(OC(F)F)cc1,-37
CC(C)CCNC(=O)c1c(CSc2ccc(Cl)cc2)noc1C(=O)NCc1ccccc1,-9
Cc1ccc(S(=O)(=O)Nc2c(C)n(C)n(-c3ccccc3)c2=O)cc1C(=O)OC(C)C(=O)c1ccccc1 (configuration not stated),-13
CN(C)C(=O)c1ccc(NC(=O)c2cccc(S(=O)(=O)N3CCN(Cc4ccccc4)CC3)c2)cc1,13
O=C(Nc1cccc(C(=O)N2CCCC2)c1)C1CC1,13
CCCN(CCC)S(=O)(=O)c1cc2c(cc1Br)CCN2C(=O)CC,12
COc1ccc(OC)c(-c2nn(-c3ccccc3)cc2C(=O)NCC2CCCO2)c1 (configuration not stated),6
COc1cc(C(=O)Nc2cc(S(=O)(=O)N3CCOCC3)ccc2N2CCOCC2)cc(OC)c1C,4
COc1ccc(Nc2c[nH]c(=O)[nH]c2=O)cc1,21
C[C@H]1CN([C@@H](C)CO)C(=O)CCCn2nncc2CO[C@H]1CN(C)C(=O)Nc1ccc2c(c1)OCO2,7
C[C@H](CO)N1C[C@H](C)[C@@H](CN(C)S(=O)(=O)c2ccc(C#N)cc2)OCc2cnnn2CCCC1=O,7
N#Cc1ccc(CN(Nc2ccccc2)c2ccccc2)cc1,?
C/C(=N\OC(=O)Nc1ccccc1)c1ccc(C)cc1,-14
O=[N+]([O-])c1ccc(Nc2nccc(Cl)n2)cc1,4
C=C(C)c1cccc(C(C)(C)NC(=O)N2CCN(C(=O)OCC)CC2)c1,-71*
O=c1c(=O)n(CCO)n(CCO)c(=O)n1CCO,3
O=C(CNC(=O)N1CC(=O)Nc2ccccc21)NCCCc1ccccc1,-4
CCN(CCCNc1cc2c(c(N)c1S(=O)(=O)O)C(=O)c1ccccc1C2=O)c1ccccc1,-4
COc1ccc(OC)c(S(=O)(=O)Nc2cccc3ccccc23)c1,-4
O=C(C1=C[C@H](c2csc3ccccc23)C[C@H](OCc2ccc(CO)cc2)O1)N1CCCCCCC1,-15
Cc1cc(C)c(Cn2c(=O)n(CCCC(=O)NCc3ccco3)c(=O)c3ccccc32)c(C)c1,-3
CC(=NNC(N)=O)C1=C(O)C(C(C)C)NC1=O (configuration not stated),9
CCCCCCCCN1[C@@H](CC(=O)OC)c2cc(C(F)(F)F)ccc2S1(=O)=O,2
COC(=O)[C@H](CCSC)NC(=O)Cn1cc(C)c(=O)[nH]c1=O,3
COc1ccc(S(=O)(=O)N2CCOCC2)cc1NC(=O)c1c(C)noc1C,1
O=C(CCC(=O)c1cccs1)Nc1nc2ccccc2s1,4

The results go on:
Structure,KCNH2 3.1 inh
Cc1noc(C)c1CSCC(=O)Nc1ccccc1N1CCCC1,2
NC(=NCc1ccccc1)C(N=Nc1ccccc1)C(=O)NCc1ccccc1 (configuration not stated),-49
COc1ccc(OC)c(-c2cc(C(=O)O)c3cc4ccccc4cc3n2)c1,7
CC1CCC(NC(=O)CN2CCN(S(=O)(=O)c3ccc(Br)s3)CC2)CC1 (configuration not stated),3
CC(C)Oc1ccc(C(=O)CCN2CCOCC2)cc1,1
Cc1ccc(NC(=O)c2sc3ncn(CC(=O)N4CCN(c5ccccn5)CC4)c(=O)c3c2C)cc1,-9
CCCCN(C(=O)c1cc(S(=O)(=O)N2CCCCC2)ccc1Cl)c1c(N)n(CCC)c(=O)[nH]c1=O,2
Cc1cc([N+](=O)[O-])c(NC2CCCCC2)c([N+](=O)[O-])c1,-5
CC(C)(C)CCN1CCC(CN2CCNC(=O)C2=O)CC1,-3
Cc1ccc(N2CCN(C(=O)C3CCN(S(=O)(=O)c4cccc5nsnc45)CC3)CC2C)cc1 (configuration not stated),-16
C[C@]12CCC3c4ccc(O)cc4CCC3C1CC/C2=N\N (some centres not stated),8
C[C@H](CO)N1C[C@H](C)[C@@H](CN(C)Cc2ccc(Cl)c(Cl)c2)OCCCC[C@H](C)Oc2ccc(NC(=O)CCC(F)(F)F)cc2C1=O,10
CCOc1ccc(OCCC(=O)Nc2ccc(N3CCOCC3)cc2N2CCOCC2)cc1,4
COc1cc(OC)c(C=CC(=O)c2ccccc2O)c(OC)c1,-32
C(=Nc1ccccc1)c1ccc[nH]1,3
O=C(OCc1ccccc1)N1CCC2CC1c1c(-c3ccc(C(F)(F)F)cc3)cccc12 (configuration not stated),-13
CC1(C)CC(=O)C=C(c2cccnc2)C1,12
C#CCOCCOCCOCCNc1nc(N2CCN(C(=O)Cn3cc(CC(C)O)nn3)CC2)nc(N2CCN(C(=O)[C@H](CCCCN)n3cc(CC(C)O)nn3)CC2)n1 (some centres not stated),6
COc1ccccc1CNC(=O)CN1CCN(Cc2ccc(Cl)cc2)C1=O,4
COC(=O)Cn1ccnc1[N+](=O)[O-],3
CCC1(C)Cc2c(sc3nc4n(c(=O)c23)CCCS4)CO1 (configuration not stated),-3
O=C(Cc1ccc(Cl)cc1)NCCc1c[nH]c2ccccc12,11
COc1cccc(-c2n[nH]nc2C2=CC(=O)CC(C)(C)C2)c1,2
CC(C)NC(=O)C1CCN(Cc2cccc(OCc3ccccc3)c2)CC1,32
COc1ccccc1-n1c(SCC(=O)Nc2ccc(Cl)cc2)nc(O)c(Cc2ccccc2)c1=O,5
Cc1nn2c(CN(C(=O)c3ccco3)c3ccccc3)nnc2c2ccccc12,5
CCOC(=O)c1cc(-c2ccccc2)nn1CC1CC(c2cccnc2)=NO1 (configuration not stated),-5
COc1cccc(C2c3c(oc4ccccc4c3=O)C(=O)N2CCCN2CCOCC2)c1OC (configuration not stated),-3
CCOc1ccc(N(CC(=O)NC2CCCCC2)C(=O)CNC(=O)c2ccco2)cc1,7
COc1cc(OC)c(C(=O)C=Cc2ccc(OC)c(OC)c2)c(OC)c1,11
CN(C(=O)Nc1ccc(F)cc1)[C@H]1C[C@H]2c3[nH]c4ccccc4c3CCN2C(=O)[C@H]1CO,-5
CCn1c(O)c(N=NC(=O)CNC(=O)c2cccnc2)c2ccccc21,-1
Cn1c(Cn2c(=O)sc3ccccc32)nnc1SCC(=O)Nc1ccc2c(c1)OCO2,-3
COc1ccc(/C(O)=C2/C(=O)C(=O)N(CCCN3CCOCC3)C2c2ccc(Cl)cc2)cc1 (configuration not stated),9
c1ccc(CSc2nnc(-c3ccccc3)c(-c3ccccc3)n2)cc1,-5
FC(F)Oc1ccccc1NC(=S)NCCc1ccccc1,4
C[C@@H]1CCCCO[C@H](CN(C)S(=O)(=O)c2cccs2)[C@H](C)CN([C@@H](C)CO)C(=O)c2cc(NC(=O)NC3CCCCC3)ccc2O1,-99*
COc1ccc(Nc2cc(C)nc3ncnn23)cc1,0
